Screening data (PubChem BioAssay)
RAD52 inh: RAD52 (human) annealing inhibition; P43351; recombinant RAD52 DNA annealing, FRET fluorescence; inhibition, % at 18.7 µM; 360,000 compounds, 0.46% hits; AID 651710;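 active = every replicate showing at least 50% inhibition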
esBAF inh: blocks esBAF chromatin remodeling in mouse ES cells; Bmi1-luciferase knock-in reporter, 24 h; 100% = twice the neutral-well signal; reporter increase, % at 12.5 µM; 350,000 compounds, 2% hits; AID 602393; in the data active = activation above about 40%;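 also: 0% = median of the plate's neutral control wells and 100% = double that signal; a rise in the Bmi1 reporter signal indicates esBAF inhibition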
E-sel inducer: E-selectin induction on HUVECs | P16581 | activation, % at 7.58 µM | AID 686992 | 260,000 compounds, 0.37% hits | HUVEC E-selectin immunofluorescence imaging; normalized: neutral wells 0, TNF-alpha wells 100;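 active = mean E-selectin-positive cell signal at least 10% of the positive control, reached in at least 60% of replicates, without over 20% cell loss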;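 also: in these data hits start at about 27%; measured in HUVEC primary endothelial cells; signal is the percent of cells scored E-selectin positive by PE staining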
Target sequence (P16581 whole entry, looked up): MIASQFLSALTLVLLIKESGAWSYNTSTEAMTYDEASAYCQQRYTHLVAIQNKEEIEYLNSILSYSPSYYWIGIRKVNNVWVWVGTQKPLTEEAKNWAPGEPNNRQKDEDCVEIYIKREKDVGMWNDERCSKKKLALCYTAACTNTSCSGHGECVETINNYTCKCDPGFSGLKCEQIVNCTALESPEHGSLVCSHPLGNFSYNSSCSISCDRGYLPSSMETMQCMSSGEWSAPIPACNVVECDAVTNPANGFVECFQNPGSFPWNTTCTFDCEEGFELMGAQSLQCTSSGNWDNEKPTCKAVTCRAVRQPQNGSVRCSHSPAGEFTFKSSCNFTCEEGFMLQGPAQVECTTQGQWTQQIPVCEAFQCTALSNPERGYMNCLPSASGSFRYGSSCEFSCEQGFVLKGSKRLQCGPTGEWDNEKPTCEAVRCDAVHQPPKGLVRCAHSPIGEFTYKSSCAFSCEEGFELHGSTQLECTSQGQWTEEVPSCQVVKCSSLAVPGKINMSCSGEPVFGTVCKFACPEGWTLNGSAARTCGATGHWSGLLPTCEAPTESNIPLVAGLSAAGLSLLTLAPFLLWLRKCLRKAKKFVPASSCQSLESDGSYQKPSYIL
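Test system: HUVEC | Signal: Immunofluorescence imaging | Read-out: Percent E-selectin-positive cells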
PglD inh: blocks C. jejuni PglD acetyltransferase activity | purified PglD enzyme, DTNB colorimetric CoA detection | inhibition, % at 12.5 µM | 360,000 compounds, 0.098% hits; in the data active = inhibition above about 16%, passing the limit was not always enough; also: strong numbers were not always called active
ERp5 inh: inhibitors of human ERp5. Q15084. ERp5 insulin aggregation, absorbance 650 nm, 90 min. inhibition, % at 9.99 µM. 350,000 compounds, 0.05% hits;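 active = mean replicate inhibition above about 25%, with every replicate also reaching it, limit read from the data, passing the limit was not always enough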
Target sequence (Q15084 whole entry, looked up): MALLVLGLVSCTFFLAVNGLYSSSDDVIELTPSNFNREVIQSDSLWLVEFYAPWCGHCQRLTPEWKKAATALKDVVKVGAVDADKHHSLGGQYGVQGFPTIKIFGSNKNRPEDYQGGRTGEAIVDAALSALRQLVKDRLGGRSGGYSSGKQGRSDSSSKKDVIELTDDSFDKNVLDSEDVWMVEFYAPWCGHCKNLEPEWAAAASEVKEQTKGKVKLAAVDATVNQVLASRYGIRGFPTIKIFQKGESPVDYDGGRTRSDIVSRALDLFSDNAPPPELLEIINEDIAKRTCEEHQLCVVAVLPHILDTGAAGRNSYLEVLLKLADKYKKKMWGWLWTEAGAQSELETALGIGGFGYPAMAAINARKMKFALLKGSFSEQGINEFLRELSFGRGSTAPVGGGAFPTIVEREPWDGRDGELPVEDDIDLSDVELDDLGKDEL
RAD54 inh: inhibitors of human RAD54 branch migration. inhibition, % at 10.4 µM. 360,000 compounds, 0.14% hits. Q92698. RAD54 Holliday junction branch migration, FAM/BHQ fluorescence;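 active = mean normalized replicate activity at least 40 and at least half of replicates scoring 40 or more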;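 also: 0% = median of neutral control wells and 100% = median of positive control wells; inhibitors cause a drop in the FAM fluorescence signal; in these data hits start at about 50%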
ARNT TACC3 PPI: ARNT/TACC3 interaction disruption; Q9Y6A5; AlphaScreen His-ARNT PAS-B/GST-TACC3 binding, luminescence; TACC3 fragment carries E629A point mutation; inhibition, % at 9.99 µM; 390,000 compounds, 0.66% hits; AID 623870;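 active = mean inhibition of replicates at least 50% and at least half of replicates each reaching 50%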;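 also: 0% = complete ARNT plus TACC3 wells and 100% = ARNT alone without TACC3; many hits fall short of the cut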
Casp6 inh: blocks human caspase-6 cleavage activity; P55212; inhibition, % at 12.5 µM; purified caspase-6, Z-VEID-R110 cleavage fluorescence; 350,000 compounds, 0.53% hits; AID 686996;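 active = mean inhibition across replicates at least about 35%, with every replicate also reaching that limit, limit read from the data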;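 also: 0% = median of neutral control wells and 100% = no fluorescence left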
* marks the source's active call; other numbers are inactive results; . = no result given.

SMILES | RAD52 inh | esBAF inh | E-sel inducer | PglD inh | ERp5 inh | RAD54 inh | ARNT TACC3 PPI | Casp6 inh
CCc1ccc2[nH]c(=O)c(CN(Cc3ccccc3OC)C(=O)Nc3ccccc3OC)cc2c1 | . | -11 | . | 4 | . | 2 | 1 | .
COC(=O)C1CCN(C(=O)CSc2nc3ccc(OC)cc3[nH]2)CC1 | -10 | . | 14 | . | 4 | . | -10 | 0
CCOC(=O)c1cc2nc(-c3ccco3)cc(C(F)(F)F)n2n1 | . | 1 | . | 1 | . | -5 | -4 | .
O=C1c2ccccc2-c2n[nH]c3cccc1c23 | -61 | 0 | 0.4 | -3 | 8 | -21 | 12 | -3
COc1ccc(-c2ccc3c(c2)O[C@@H](CN(C)C(C)=O)[C@H](C)CN([C@H](C)CO)S3(=O)=O)cc1 | 1 | 1 | 0.2 | 4 | -3 | 4 | 3 | 4
CC(NC(=O)C(CC(=O)OC(C)(C)C)NC(=O)OC(C)(C)C)C(N)=O (centres undefined) | . | -1 | . | -1 | . | 5 | -4 | .
C[C@H]1CN([C@@H](C)CO)C(=O)c2cc(NC(=O)Nc3cccc4ccccc34)ccc2O[C@@H]1CN(C)Cc1ccc(C(=O)Nc2ccccc2N)cc1 | 14 | -1 | 15 | 6 | 0 | -4 | 2 | -1
CCCCCCc1cc2cc(C(=O)Nc3ccc(OC)cc3)c(=O)oc2cc1O | -11 | . | -1.1 | . | 8 | . | -3 | -1
COc1ccccc1C(=O)Nc1ccc2c(c1)CN(Cc1cnc(C)s1)CC2 | -10 | . | -0.2 | -1 | 8 | -12 | 9 | -2
CSCCC1(C(=O)O)NC(c2ccccc2O)C2C(=O)N(C(C)C)C(=O)C21 (centres undefined) | -4 | 4 | . | 4 | 3 | -19 | -2 | -1
CCCNC(=O)N(C)C[C@@H]1Oc2ncc(C#C[C@H](C)O)cc2C(=O)N([C@H](C)CO)C[C@@H]1C | 4 | -2 | -0.2 | -1 | 2 | -2 | -5 | -3
O=C(c1sc2ccccc2c1Cl)N1CCN(CCc2ccccn2)CC1 | -7 | -3 | . | 2 | -1 | 7 | . | 1
COC(CNC(=O)C1CC(=O)N(CCc2ccc(C)cc2)C1)OC (centres undefined) | -3 | -1 | . | -4 | 4 | -6 | 1 | 2
O=C(NCCCN1CCOCC1)C(=O)NCC1OCCCN1S(=O)(=O)c1cc(F)ccc1F (centres undefined) | -6 | 3 | -0.2 | -1 | 3 | -19 | -3 | -38
Cc1cc(NS(=O)(=O)c2ccc(NC(=O)c3oc4ccccc4c3C)cc2)no1 | . | -6 | . | 10 | . | -7 | -3 | .

Pulled one by one from above:
SMILES | RAD52 inh | esBAF inh | E-sel inducer | PglD inh | ERp5 inh | RAD54 inh | ARNT TACC3 PPI | Casp6 inh
O=C1c2ccccc2-c2n[nH]c3cccc1c23 | -61 | 0 | 0.4 | -3 | 8 | -21 | 12 | -3
COC(=O)C1CCN(C(=O)CSc2nc3ccc(OC)cc3[nH]2)CC1 | -10 | . | 14 | . | 4 | . | -10 | 0
CCc1ccc2[nH]c(=O)c(CN(Cc3ccccc3OC)C(=O)Nc3ccccc3OC)cc2c1 | . | -11 | . | 4 | . | 2 | 1 | .
COc1ccccc1C(=O)Nc1ccc2c(c1)CN(Cc1cnc(C)s1)CC2 | -10 | . | -0.2 | -1 | 8 | -12 | 9 | -2

Continuation:
SMILES | RAD52 inh | esBAF inh | E-sel inducer | PglD inh | ERp5 inh | RAD54 inh | ARNT TACC3 PPI | Casp6 inh
CC1(C)CC(=O)C(C2=NC3(CCCCC3)Cc3ccccc32)=C(O)C1 | 3 | -1 | -3.7 | 4 | 0 | 4 | -3 | 0
COc1ccc(C2C(C(=O)c3ccco3)=C(O)C(=O)N2CCOCCO)cc1OC (centres undefined) | . | -9 | . | 0 | . | -4 | 4 | .
Cn1c(SCC(=O)Nc2ccccc2)nc2ccccc2c1=O | -9 | -8 | 0.1 | -3 | -1 | 5 | -1 | 3
CCCc1nnc(SCC(=O)NC2CC2)n1CC | -8 | 3 | 0.0 | 8 | 1 | -1 | -11 | .
CO[C@H]1CC[C@@H]2CCOc3ccc(C#N)cc3C(=O)N(C)C[C@@H](OC)[C@@H](C)C(=O)N(C)C[C@@H]1O2 | 5 | 0 | -0.1 | 0 | -7 | -1 | -10 | 0
CCOC(=O)c1ccc(NC(=O)C(=O)NCc2ccc(/C=C(/C#N)C(=O)NCCOC)o2)cc1 | -200 | . | . | . | -2 | . | 2 | 6
COC(=O)[C@]12C[C@H](CC(=O)N3CCOCC3)C(=O)N(Cc3ccc4c(c3)OCO4)C1=C[C@H](COCc1ccccc1)O[C@@H]2C | -6 | . | -0.3 | . | -2 | . | . | 4
C=CCN=C1NC(c2cccc(F)c2)C(C(=O)OC)=C(C)N1Cc1ccccc1C(F)(F)F (centres undefined) | -31 | . | -0.2 | . | 3 | . | . | -2
Cc1c(NC(=O)C(C)OC(=O)/C=C/c2ccco2)c(=O)n(-c2ccccc2)n1C (centres undefined) | -20 | -4 | 0.2 | 5 | 1 | 5 | 0 | 23
C[C@H](CO)N1C[C@H](C)[C@@H](CN(C)Cc2ccc3c(c2)OCO3)Oc2ccc(NC(=O)Nc3ccc4c(c3)OCO4)cc2C1=O | 5 | 2 | 0.1 | 0 | 7 | -12 | 4 | -2
COc1cccc(C(=O)NN2CC(O)=C(c3nc4ccccc4s3)C2=N)c1 | -30 | -8 | . | . | 1 | . | 17 | -1
COc1ccc(C(=O)NC2CCN(C(=S)Nc3ccc(C)cc3)CC2)cc1 | -3 | . | . | . | 2 | . | -8 | -3
Cc1ccc(/C=C\c2nccc3c2[nH]c2ccccc23)cc1 | -29 | 55* | 18 | -9 | -1 | 6 | -17 | 9
Cc1cccc(OCc2nnc(SC(C)C(=O)O)n2-c2ccccc2)c1 (centres undefined) | -18 | 2 | 0.0 | 2 | 16 | 4 | 25 | 0
COc1cccc(CN(CC2CCCO2)C(=O)c2cc3ccccc3oc2=O)c1 (centres undefined) | 8 | . | . | . | 4 | . | -3 | -4

Three compounds out of the list above, arranged by the number in ERp5 inh, falling.
Structure	ERp5 inh
C[C@H](CO)N1C[C@H](C)[C@@H](CN(C)Cc2ccc3c(c2)OCO3)Oc2ccc(NC(=O)Nc3ccc4c(c3)OCO4)cc2C1=O	7
COC(=O)[C@]12C[C@H](CC(=O)N3CCOCC3)C(=O)N(Cc3ccc4c(c3)OCO4)C1=C[C@H](COCc1ccccc1)O[C@@H]2C	-2
CO[C@H]1CC[C@@H]2CCOc3ccc(C#N)cc3C(=O)N(C)C[C@@H](OC)[C@@H](C)C(=O)N(C)C[C@@H]1O2	-7

Shown with values under each structure: part of the list above
The line under a structure holds: RAD52 inh	esBAF inh	E-sel inducer	PglD inh	ERp5 inh	RAD54 inh	ARNT TACC3 PPI	Casp6 inh
> C=CCN=C1NC(c2cccc(F)c2)C(C(=O)OC)=C(C)N1Cc1ccccc1C(F)(F)F (centres undefined)
    -31	.	-0.2	.	3	.	.	-2
> Cc1c(NC(=O)C(C)OC(=O)/C=C/c2ccco2)c(=O)n(-c2ccccc2)n1C (centres undefined)
    -20	-4	0.2	5	1	5	0	23
> C[C@H](CO)N1C[C@H](C)[C@@H](CN(C)Cc2ccc3c(c2)OCO3)Oc2ccc(NC(=O)Nc3ccc4c(c3)OCO4)cc2C1=O
    5	2	0.1	0	7	-12	4	-2
> COc1cccc(C(=O)NN2CC(O)=C(c3nc4ccccc4s3)C2=N)c1
    -30	-8	.	.	1	.	17	-1

Further entries.
SMILES | RAD52 inh | esBAF inh | E-sel inducer | PglD inh | ERp5 inh | RAD54 inh | ARNT TACC3 PPI | Casp6 inh
O=C(O)c1ccccc1C(=O)N1N=C2/C(=C/c3cccc([N+](=O)[O-])c3)CCCC2C1c1cccc([N+](=O)[O-])c1 (centres undefined) | -3 | . | 3.5 | . | 3 | . | -1 | 0
CC(O)c1nc2cc([N+](=O)[O-])ccc2n1Cc1ccccc1 (centres undefined) | -11 | 3 | 0.0 | -3 | 0 | 1 | -8 | -3
COC(=O)c1ccc(NC(=O)c2ccc(NS(=O)(=O)c3cccc4cccnc34)cc2)cc1 | . | -2 | . | -1 | . | 1 | 0 | .
Cc1ccc(N2C(=O)C3C(C2=O)C2C=CC3C23CC3)c([N+](=O)[O-])c1 (centres undefined) | -10 | . | . | . | 0 | . | -4 | 1
O=S(=O)(c1ccccc1Cl)N1CCCC(c2nc(-c3cccnc3)no2)C1 (centres undefined) | . | 0 | . | -7 | . | -2 | 11 | .
C/C=C/c1ccc([C@H]2[C@H](CO)N(C(=O)c3cnccn3)C23CN(C(=O)CC)C3)cc1 | -20 | . | 0.0 | . | 3 | . | . | 5
COc1ccc(Cl)cc1NC(=O)CN1CCC(n2nnc3cc(F)ccc32)CC1 | . | -1 | . | -1 | . | -3 | 1 | .
N/C(=N\c1nc2ccccc2o1)NC(=O)/C=C/c1ccccc1 | -11 | . | . | . | 2 | . | -9 | 0
COc1cc(OC)cc(C(=O)N2CCN=C2SCc2cccnc2)c1 | -2 | 1 | . | -7 | 1 | 5 | -2 | -4
C/C(=C\C(=O)c1ccccc1)NNC(=O)c1ccc(Cl)cc1 | 0 | 1 | 0.5 | -3 | 0 | 5 | 22 | 2
Cc1cccc(N2Cc3ccccc3C2=NC(=O)c2ccc(Cl)nc2)c1 | -61 | . | . | -5 | -1 | 8 | 6 | 2
CCCCOc1ccc(C(=O)Nc2ccc(CN3CCOCC3)cc2)cc1 | -21 | 4 | -1.9 | -9 | 1 | 1 | 10 | -2
Cc1ccc(CCN2CC(C(=O)NCCC(C)C)CC2=O)cc1 (centres undefined) | -1 | -16 | 0.0 | 1 | 0 | -2 | -18 | -1
CCN(CC)CC(C)OC(=O)c1cc(OC)c(OC)c(OC)c1 (centres undefined) | . | -4 | . | -1 | . | -4 | -1 | .
O=C(NCCCN1CCCC1=O)C1CCN(S(=O)(=O)c2c(Cl)cccc2Cl)CC1 | -12 | . | . | . | -1 | . | 2 | 2
CCCCC1CCC(C(=O)N(CC(C)C)c2c(N)n(CCCC)c(=O)[nH]c2=O)CC1 (centres undefined) | -21 | . | . | -4 | -2 | -8 | 0 | 4
C=CCCC1CN(Cc2ccc(OC)cc2)S(=O)(=O)c2c(Oc3ccc(F)cc3OC)cccc2O1 (centres undefined) | 1 | . | 0.0 | . | 4 | . | . | 1
COc1ccccc1-c1cc(NC=O)c2ncc(-c3cccc(C(C)=O)c3)n2c1 | -6 | -2 | -0.3 | -1 | 5 | -6 | . | 3
CN1CCC/C1=C/C=C1\SC(=S)NC1=O | -207 | . | . | . | 0 | . | 11 | 18
C[C@H](CO)N1C[C@H](C)[C@@H](CN(C)S(=O)(=O)c2cn(C)cn2)OCCCC[C@H](C)Oc2ccc(NC(=O)CCCN(C)C)cc2C1=O | 2 | -4 | 1.2 | -3 | 0 | 9 | 2 | -12
O=C(NCCN1CCC(n2c(=O)[nH]c3ccccc32)CC1)c1ccc(F)c(F)c1 | -6 | . | 0.0 | . | 3 | . | . | -4
COc1cc(C(=O)NC(=S)N2CCN(C)CC2)cc(OC)c1OC | -5 | 1 | 0.4 | -2 | 1 | -1 | -1 | -5
COc1cccc(NC(=O)N(C)C[C@H]2Oc3ncc(C#Cc4ccc(F)cc4)cc3C(=O)N([C@@H](C)CO)C[C@@H]2C)c1 | 5 | -1 | -0.6 | 3 | 0 | 9 | -5 | -1
COc1ccc(S(=O)(=O)n2nc(OC(=O)c3ccccc3)cc2N)cc1 | . | 3 | . | -4 | . | -1 | -4 | .
O=C(NCc1cc(C(F)(F)F)ccc1Cl)c1cccc2c1C(=O)c1ccc(N3CCCCC3)cc1S2(=O)=O | -390 | -6 | 0.2 | 3 | 4 | -19 | -9 | -5
CCn1cc(CCC(=O)NC2CCCC2)c2ccccc21 | -4 | -5 | 0.9 | 5 | -1 | -8 | -2 | 0
CN(C)CCNC(=O)C(=O)NCC1OCCN1S(=O)(=O)c1ccc([N+](=O)[O-])cc1 (centres undefined) | 17 | . | 0.1 | . | -11 | . | 0 | -105
